# Casp1 inh: allosteric or competitive inhibitors of human caspase-1 | AID 900 | hit rate 0.03% among 75,000 | Potency, µM (series often up to 57.5 µM), for the others: at the top dose activity change, negative = inhibition, hits mostly inhibitors | Caspase-1 enzyme, Ac-WEHD-AFC fluorogenic rate | P29466;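 also: potency is read from the fitted curve at half-maximal effect; plate controls were vehicle for no effect and no substrate for full effect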
# Target sequence (P29466 120-297 limits assumed): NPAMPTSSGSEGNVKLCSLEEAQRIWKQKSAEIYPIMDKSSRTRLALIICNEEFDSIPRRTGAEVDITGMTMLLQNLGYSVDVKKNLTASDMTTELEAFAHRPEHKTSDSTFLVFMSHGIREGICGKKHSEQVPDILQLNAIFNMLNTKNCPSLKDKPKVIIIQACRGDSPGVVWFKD
# Target sequence (P29466 317-404 limits assumed): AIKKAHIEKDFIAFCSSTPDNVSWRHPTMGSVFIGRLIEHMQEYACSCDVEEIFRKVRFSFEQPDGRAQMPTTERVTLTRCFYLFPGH
# Texas Red fluor: compound fluoresces in the Texas Red spectral region; Compound fluorescence, Texas Red channel, 547/618 nm; stronger effect = higher value; max dye-equivalent concentration, M; hit rate 0.06% among 59,000; AID 587; in the data active = max dye-equivalent concentration above about 10 nM; inconclusive = between about 1.1 nM and that limit
#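 Texas Red-region profiling: compounds in 100 mM Tris pH 8.0 were read at 547/618 nm after 15 min at room temperature. Intensities were normalized against a six-point Texas Red standard series to give dye-equivalent concentration.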
# HEK293 cAMP cs: parental HEK293 cAMP activation (counter-screen); parental HEK293 CNG cAMP sensor, membrane potential fluorescence; Potency, µM (series often up to 57.1 µM), for the others: at the top dose activation, hits mostly activators; hit rate 2.5% among 73,000; also: potency is read from the fitted curve at half-maximal effect; % of control where 0% means no effect; nearly all actives have a fitted effect of over 55% in size
#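 Parental HEK 293 cells stably expressing a cAMP-gated CNG channel were loaded with membrane potential dye containing 100 uM RO 20-1724 for 60 min. Compound added for 30 min; depolarization read as fluorescence intensity at 590 nm.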
# USP2a inhib: inhibitors of human ubiquitin-specific protease USP2a; O75604; USP2a enzymatic assay, qHTS inhibition; Potency, µM (titrated, usually from 38.3 µM), inactives show at the top dose activity change, negative = inhibition, usual class: inhibitors; hit rate 0.1% among 60,000; AID 927;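 also: potency is read from the fitted curve at half-maximal effect; nearly all actives have a fitted effect of over 60% in size; plate controls were DMSO for no effect and NEM full inhibition control for full effect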
# Target sequence (O75604 whole entry, looked up): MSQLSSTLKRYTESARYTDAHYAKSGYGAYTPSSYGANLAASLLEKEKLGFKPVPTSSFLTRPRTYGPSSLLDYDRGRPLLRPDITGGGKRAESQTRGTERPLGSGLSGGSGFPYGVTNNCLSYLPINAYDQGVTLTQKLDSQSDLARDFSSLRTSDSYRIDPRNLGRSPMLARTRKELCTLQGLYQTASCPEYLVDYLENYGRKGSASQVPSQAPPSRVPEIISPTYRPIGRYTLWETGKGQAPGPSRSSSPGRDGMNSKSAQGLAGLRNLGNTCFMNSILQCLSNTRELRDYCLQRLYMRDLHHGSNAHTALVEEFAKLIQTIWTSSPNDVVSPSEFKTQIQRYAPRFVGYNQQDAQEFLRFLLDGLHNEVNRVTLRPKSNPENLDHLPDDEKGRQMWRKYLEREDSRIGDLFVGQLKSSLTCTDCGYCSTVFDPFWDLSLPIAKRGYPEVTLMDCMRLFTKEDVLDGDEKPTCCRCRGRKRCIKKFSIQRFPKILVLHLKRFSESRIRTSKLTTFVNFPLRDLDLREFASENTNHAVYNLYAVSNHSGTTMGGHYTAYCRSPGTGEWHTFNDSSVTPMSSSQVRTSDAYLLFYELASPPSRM
#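 USP2 core (20nM final) preincubated 30 min RT with compound, then Ub-PLA2 20nM and NBD C6-HPC 20uM final added; buffer 20mM Tris-HCl pH 8.0, 2mM CaCl2. Fluorescence Ex 460/Em 535 read at 0 and 2.5 h; normalized to NEM.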
# Rhodamine fluor: rhodamine region autofluorescence. Rhodamine-region fluorescence, 547/598 nm, Tris buffer; stronger effect = higher value. max dye-equivalent concentration, M. AID 594. hit rate 0.05% among 59,000; in the data active = max dye-equivalent concentration above about 11 nM; inconclusive = between about 1.1 nM and that limit
#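 Read-out is relative fluorescence at 547 nm excitation and 598 nm emission, expressed as dye-equivalent concentration using rhodamine standards on every plate. Each compound was profiled across a concentration series after 15 min in 100 mM Tris, pH 8.0.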
# A350 fluor: compounds fluorescent in Alexa 350 spectral region | max dye-equivalent concentration, M | hit rate 11% among 59,000 | Compound autofluorescence, 340/450 nm, Alexa 350 dye-equivalents; stronger effect = higher value | AID 590; in the data active = max dye-equivalent concentration above about 10 nM; inconclusive = mostly about 1.1 nM to 9.6 nM
# Caspase-7 inhib: allosteric or competitive inhibitors of human caspase-7; P55210; hit rate 0.02% among 75,000; Potency, µM (highest dose often 57.5 µM), for inactives: top-dose activity change, negative = inhibition, actives largely listed as inhibitors; recombinant caspase-7, Ac-DEVD-AFC fluorescence rate; active = well fitted inhibition curve with a large enough effect in the main read-out, with a control signal flat, not every such curve was filed as active; inconclusive = small, poorly fitted or top-dose-only effect, or a change in a side signal; also: potency is read from the fitted curve at half-maximal effect; % of control where 0% means no effect
# BRCT PPI red: inhibitors of human BRCA1 BRCT-phosphoprotein interaction (red fluorophore) | P38398 | BRCT-phosphopeptide binding, red fluorescence polarization | Potency, µM (doses to about 76.9 µM), for the others: at the top dose activity change, negative = inhibition, actives largely listed as inhibitors | hit rate 0.03% among 75,000 | AID 892; also: % is scaled to controls: 0 for no effect and ±100 for the full control effect
#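 Fluorescence polarization: 100 nM His-tagged BRCA1 BRCT with 100 nM TAMRA-labelled phospho-BACH1 decapeptide, phosphate buffer pH 7.3 with 150 mM NaCl, DTT, 0.01% Tween 20; 12 min RT. Binding inhibition seen as FP decrease.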
# BRCT PPI green: inhibitors of human BRCA1 BRCT-phosphoprotein interaction (green fluorophore); BRCA1 BRCT-phosphopeptide binding, green fluorescence polarization; Potency, µM (top dose mostly 76.9 µM), inactives show at the highest dose activity change, negative = inhibition, actives largely listed as inhibitors; hit rate 0.05% among 75,000;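 also: potency is read from the fitted curve at half-maximal effect; plate controls were peptide without protein for full effect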
#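 Compounds were incubated for 12 min at room temperature with a complex of 100 nM fluorescein-tagged pBACH1 decapeptide and 250 nM His-tagged BRCT protein. Buffer was phosphate pH 7.3 with EDTA, DTT and Tween 20. Disruption of binding lowers the polarization signal.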
# Fluorescein autfl: compound fluoresces in the fluorescein spectral region; Compound autofluorescence, 480/540 nm, fluorescein-equivalent; stronger effect = higher value; max fluorescein-equivalent concentration, M; hit rate 0.91% among 59,000; AID 593; in the data active = max fluorescein-equivalent concentration above about 10 nM; inconclusive = between about 1.1 nM and that limit
#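 Tris 100 mM pH 8.0; 15 min RT; CCD read, ex 480/em 540 nm. Output: fluorescein-equivalent concentration per compound concentration, from six-point dye series on each plate.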
# 4MU fluor: compounds fluorescent in 4-MU spectral region. AID 589. compound autofluorescence, 340/450 nm, 4-MU equivalents; stronger effect = higher value. hit rate 11% among 59,000. max dye-equivalent concentration, M; in the data active = max dye-equivalent concentration above about 10 nM; inconclusive = mostly about 1.1 nM to 9.6 nM
#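 Compounds in 100 mM Tris, pH 8.0, sat 15 min at room temperature before fluorescence was read at 340 nm excitation/450 nm emission; a per-plate six-point 4-MU standard curve converted signals to dye-equivalent concentration at each compound concentration.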
# Active calls of the source: *; i = inactive; ? = inconclusive; . = no result given; [ ] = another dose, or the depositor's remark. Unless noted, calls follow the shape of the dose curve; as a rule, active = well fitted curve in the direction sought with a large enough effect; inconclusive = small, poorly fitted or top-dose-only effect, or another doubt; inactive = no such curve, though single readings can be large; an effect the other way counts as inactive or inconclusive.
SMILES,Casp1 inh,Texas Red fluor,HEK293 cAMP cs,USP2a inhib,Rhodamine fluor,A350 fluor,Caspase-7 inhib,BRCT PPI red,BRCT PPI green,Fluorescein autfl,4MU fluor
Cc1nc(-c2ccccc2)nc2[nH]c(C(C)C)cc(=O)c12,0.2%,i,12.5%,16.6%,i,i,-0.5%,-1.7%,1.7%,?,i
CC(c1ccccc1)C1C(C#N)=C(N)OC2=C1C(=O)CCC2 (stereo unspecified),-0.6%,.,-3.8%,.,.,.,-2.2%,-0.3%,1.6%,.,.
CCOC(=O)N1CCC(NC(=O)c2ccc(OC)c(CN3CC(=O)N4CCCC4C3=O)c2)CC1 (stereo unspecified),1.1%,?,9.1%,8.3%,i,i,-0.5%,0.0%,-0.6%,i,i
CCOCCCNC(=O)CN1CCN(c2ccc(F)cc2)CC1,-1.3%,?,4.8%,-4.4%,i,2.93e-06M*,0.6%,0.2%,0.2%,i,4.02e-06M*
CC(=O)OC[C@H]1O[C@@H](O/N=C(\C)CCN2CCCc3nc(C)c(C)cc32)[C@H](OC(C)=O)[C@@H](OC(C)=O)[C@H]1OC(C)=O,-4.6%[11.5 µM],.,-2.0%[11.4 µM],.,.,.,-6.9%[11.5 µM],1.0%[15.4 µM],-1.7%[15.4 µM],.,.
Cc1cc(C)c(C#N)c(SCC(=O)N(C)C2CCCCC2)n1,1.3%,?,?,-8.9%,i,i,-1.8%,-0.8%,-0.4%,?,i
Cn1cccc1C(=O)NS(=O)(=O)c1ccccc1Cl,1.1%,i,14.5%,-1.5%,i,i,0.3%,0.8%,2.9%,?,i
O=C(CC(C(=O)N1CCc2ccccc21)n1ccnc1)NCc1cccnc1 (stereo unspecified),-2.3%,i,13.0%,-6.2%,i,i,-0.3%,0.2%,-0.7%,i,i
CCOC(=O)Nc1c(C(=O)OC)[nH]c2cc(OC)ccc12,-0.5%,i,1.1%,22.9%,i,2.12e-07M*,-3.8%,1.2%,0.4%,?,1.8e-07M*
CCOC(=O)Cn1nc(-c2ccc(C)cc2)ccc1=O,-2.0%,i,10.5%,8.8%,i,i,0.5%,0.9%,-0.5%,?,i
Cc1cccc(NC(=O)N2CCC(NC(=O)c3ccccc3C)CC2)c1,-0.2%,i,6.1%,.,i,i,2.3%,0.0%,0.7%,?,i
CCN1C(=O)C2(C(C#N)=C(N)Oc3n[nH]c(C(C)C)c32)c2ccccc21 (stereo unspecified),-0.2%,i,5.2%,9.4%,i,i,1.5%,0.9%,-2.3%,i,i
CCOC(=O)NC(Nc1sc2c(c1C(N)=O)CCCC2)(C(=O)OCC)C(F)(F)F (stereo unspecified),.,i,.,.,i,?,.,.,.,i,i
COC(=O)c1ccc(Cl)c(NS(=O)(=O)c2ccc3c(c2)OCCO3)c1,0.1%,?,?,2.5%,i,?,1.3%,-3.2%,1.1%,?,?
Cc1ccc(S(=O)(=O)N2CCCC(C(=O)NCc3ccccn3)C2)cc1 (stereo unspecified),2.3%,?,1.6%,-5.2%,i,i,-1.6%,0.4%,-1.9%,?,i
COc1ccc(N2CCN(CCCNC(=O)CN3CCN(Cc4ccccc4C)C3=O)CC2)cc1,4.3%,i,5.8%,36.7%[activator],i,i,-1.1%,0.3%,-1.8%,i,i
O=C(O)CC(SCc1ccc(C(=O)O)o1)C(=O)O (stereo unspecified),.,i,.,.,i,i,.,.,.,i,i
CCOC(=O)C1CCCN(c2nc3ccccc3nc2C(C#N)C(=O)OCC)C1 (stereo unspecified),?,i,39.7%,-1.5%,i,5.39e-08M*,?,1.5%,-2.7%,1.09e-08M*,3.88e-08M*
Cn1c(N)c(C#N)c2c(c1=S)CSC(C)(C)C2,.,i,.,.,i,?,.,.,.,?,?
CCOC(=O)C1CCN(C(=O)CN(C)S(=O)(=O)c2cc(C)ccc2OC)CC1,1.1%,?,-3.6%,15.5%,i,i,0.7%,0.4%,1.7%,?,i
Cc1cc2ncn(CC(O)COC3CCCCC3)c2cc1C (stereo unspecified),-0.6%,.,22.6%,1.4%,.,.,-2.6%,-0.6%,-2.1%,.,.
Cc1ccc(C2CC(c3cccc(Br)c3)n3nc(N)nc3N2)cc1 (stereo unspecified),2.1%,.,5.7%,.,.,.,-2.9%,0.4%,3.1%,.,.
COC(=O)C(NC(=O)c1ccccc1)c1ccccc1 (stereo unspecified),2.9%,.,6.2%,-0.3%,.,.,-0.6%,0.2%,-0.6%,.,.
CC(=O)C1C(c2ccncc2)NC(=O)NC1(O)C(F)(F)F (stereo unspecified),-1.1%,i,1.2%,-3.2%,i,i,2.0%,0.3%,0.0%,i,i
CCC(NS(=O)(=O)c1ccc(C)cc1)C(=O)O (stereo unspecified),0.8%,i,6.6%,-3.9%,i,?,1.8%,-0.4%,-0.8%,?,?

# The closing 6 compounds of the part before come first, to join the parts:
SMILES,Casp1 inh,Texas Red fluor,HEK293 cAMP cs,USP2a inhib,Rhodamine fluor,A350 fluor,Caspase-7 inhib,BRCT PPI red,BRCT PPI green,Fluorescein autfl,4MU fluor
CCOC(=O)C1CCN(C(=O)CN(C)S(=O)(=O)c2cc(C)ccc2OC)CC1,1.1%,?,-3.6%,15.5%,i,i,0.7%,0.4%,1.7%,?,i
Cc1cc2ncn(CC(O)COC3CCCCC3)c2cc1C (stereo unspecified),-0.6%,.,22.6%,1.4%,.,.,-2.6%,-0.6%,-2.1%,.,.
Cc1ccc(C2CC(c3cccc(Br)c3)n3nc(N)nc3N2)cc1 (stereo unspecified),2.1%,.,5.7%,.,.,.,-2.9%,0.4%,3.1%,.,.
COC(=O)C(NC(=O)c1ccccc1)c1ccccc1 (stereo unspecified),2.9%,.,6.2%,-0.3%,.,.,-0.6%,0.2%,-0.6%,.,.
CC(=O)C1C(c2ccncc2)NC(=O)NC1(O)C(F)(F)F (stereo unspecified),-1.1%,i,1.2%,-3.2%,i,i,2.0%,0.3%,0.0%,i,i
CCC(NS(=O)(=O)c1ccc(C)cc1)C(=O)O (stereo unspecified),0.8%,i,6.6%,-3.9%,i,?,1.8%,-0.4%,-0.8%,?,?
CCC(=O)[C@@]1(O)C(=O)N2C(=C3C(=O)OCCC31)N(Cc1ccccc1)C(C)=C(C(=O)OC)C2c1ccccc1 (stereo partly specified),-3.1%[11.5 µM],.,-4.7%[11.4 µM],.,.,.,0.7%[11.5 µM],-0.3%[15.4 µM],1.5%[15.4 µM],.,.
COc1nc(NCCC2=CCCCC2)nc(OC)n1,-2.4%,.,14.4%,6.8%,.,.,0.8%,0.5%,-1.4%,.,.
Cn1c(=O)oc2cc(S(=O)(=O)NCCC(=O)NCCc3ccc(Cl)cc3)ccc21,-0.5%,i,0.3%,29.3%,i,i,-0.5%,0.0%,-0.5%,i,i
Nc1nnc(COc2cccc(C(F)(F)F)c2)s1,1.5%,i,4.6%,-1.2%,i,i,1.0%,-0.1%,-3.3%,i,i
O=C(NCc1ccco1)Nc1ccccc1Cl,0.4%,i,?,0.2%,i,i,0.0%,-0.3%,0.3%,?,i
Cc1nn(Cc2ccccc2)c(Cl)c1C(=O)OCc1nnc(-c2ccccc2)o1,-0.7%,i,?,1.5%,i,i,-5.3%,0.1%,1.5%,?,i
Cn1c(/C(C#N)=C/C2CC=CCC2)nc2ccccc21 (stereo unspecified),-6.1%,?,-4.2%,-2.2%,i,?,-2.3%,-1.7%,-0.3%,i,i
CCOC(=O)C1CCN(C(=O)CNS(=O)(=O)c2ccc(Br)s2)CC1,4.9%,i,8.2%,1.5%,i,i,-0.1%,1.3%,-2.0%,i,i
Cc1cc(Nc2ccccc2)nc(-c2ccccc2O)n1,-6.5%,?,-13.8%,-26.0%,i,?,-10.5%,-1.8%,3.1%,i,?
COc1ccc(N2CCN(C(=O)c3ccc(NS(=O)(=O)c4ccc(F)cc4)cc3)CC2)cc1,-4.6%,?,-27.3%,18.4%,i,i,-0.8%,-1.8%,-4.5%,?,i
O=C(CN1C(=O)C2C3C=CC(C3)C2C1=O)Nc1nc(SCc2ccc(Cl)cc2)n[nH]1 (stereo unspecified),0.1%,?,?,23.2%,i,i,-3.6%,0.3%,0.2%,i,i
Nc1nnc(N2CCc3ccccc32)s1,1.5%,.,-8.6%,.,.,.,-0.6%,-2.7%,-4.1%,.,.
O=S(NC1CCCCC1)C12CC3CC(CC(C3)C1)C2 (stereo unspecified),-1.4%,.,10.0%,6.7%,.,.,-1.6%,-0.9%,-3.1%,.,.
O=C(c1cnn2c(C(F)F)cc(-c3ccccc3)nc12)N1CCSCC1,-0.2%,i,?,5.9%,i,1.64e-08M*,-1.6%,-2.9%,-2.8%,?,1.34e-08M*
CCc1ccc2[nH]c(=O)c(CN(Cc3ccccc3OC)Cc3nnnn3Cc3ccco3)cc2c1,-12.8%,i,?,26.7%,i,1.33e-07M*,-18.3%,0.7%,15.6%,?,9.06e-08M*
CCCCCCCCOc1ccc(C(=O)O)cc1,-2.7%,.,?,.,.,.,-1.2%,-1.4%,0.1%,.,.
CCCCC(=O)Nc1ccc(NC(=O)c2ccccc2OC)cn1,-0.9%,i,-8.8%,3.3%,i,i,-1.8%,1.4%,-1.1%,?,i

# A portion of the library. The share of hits here may be higher or lower than overall.
